Rpn11 block: inhibitors of human proteasome Rpn11; 360,000 tested, 0.59% active; human 26S proteasome, Ub4-pepOG fluorescence polarization; 20S core pre-blocked with epoxomicin; calls only at 20 µM;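 active = inhibition at 20 µM, scaled to each plate's controls, above about 33%, limit read from the data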
CSN deneddyl inh: inhibitors of human CSN-mediated cullin deneddylation. Q92905. Purified CSN, SCF-Nedd8-OG deneddylation, fluorescence polarization. inhibition, % at 12.5 µM. 360,000 tested, 0.38% active. AID 651999;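 active = pattern-corrected inhibition above about 35%, with an unprinted fluorescence ratio check between 0.5 and 1.5, limit read from the data, passing the limit was not always enough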;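 also: 0% = enzyme with substrate and 100% = substrate without enzyme; some results filed as inactive read as strong as hits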
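Test system: purified human Csn5 enzyme expressed in HEK293T cells. Amount: 0.24 nM enzyme. Reagent: SCFSkp2-Nedd8OG substrate at 10 nM final. Schedule: 90 min incubation of compound, enzyme and substrate at room temperature. Detection: fluorescence polarization. Read-out: % inhibition of substrate cleavage by Csn5.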
Rin1-Abl PPI inh: blocks binding of human Rin1 to Abl; 360,000 tested, 0.4% active; AID 588664; TR-FRET Rin1/Abl binding, biochemical; P00519+Q13671; inhibition, % at 7.35 µM; in the data active = inhibition above about 5%, passing the limit was not always enough
Target sequence (P00519 whole entry, looked up): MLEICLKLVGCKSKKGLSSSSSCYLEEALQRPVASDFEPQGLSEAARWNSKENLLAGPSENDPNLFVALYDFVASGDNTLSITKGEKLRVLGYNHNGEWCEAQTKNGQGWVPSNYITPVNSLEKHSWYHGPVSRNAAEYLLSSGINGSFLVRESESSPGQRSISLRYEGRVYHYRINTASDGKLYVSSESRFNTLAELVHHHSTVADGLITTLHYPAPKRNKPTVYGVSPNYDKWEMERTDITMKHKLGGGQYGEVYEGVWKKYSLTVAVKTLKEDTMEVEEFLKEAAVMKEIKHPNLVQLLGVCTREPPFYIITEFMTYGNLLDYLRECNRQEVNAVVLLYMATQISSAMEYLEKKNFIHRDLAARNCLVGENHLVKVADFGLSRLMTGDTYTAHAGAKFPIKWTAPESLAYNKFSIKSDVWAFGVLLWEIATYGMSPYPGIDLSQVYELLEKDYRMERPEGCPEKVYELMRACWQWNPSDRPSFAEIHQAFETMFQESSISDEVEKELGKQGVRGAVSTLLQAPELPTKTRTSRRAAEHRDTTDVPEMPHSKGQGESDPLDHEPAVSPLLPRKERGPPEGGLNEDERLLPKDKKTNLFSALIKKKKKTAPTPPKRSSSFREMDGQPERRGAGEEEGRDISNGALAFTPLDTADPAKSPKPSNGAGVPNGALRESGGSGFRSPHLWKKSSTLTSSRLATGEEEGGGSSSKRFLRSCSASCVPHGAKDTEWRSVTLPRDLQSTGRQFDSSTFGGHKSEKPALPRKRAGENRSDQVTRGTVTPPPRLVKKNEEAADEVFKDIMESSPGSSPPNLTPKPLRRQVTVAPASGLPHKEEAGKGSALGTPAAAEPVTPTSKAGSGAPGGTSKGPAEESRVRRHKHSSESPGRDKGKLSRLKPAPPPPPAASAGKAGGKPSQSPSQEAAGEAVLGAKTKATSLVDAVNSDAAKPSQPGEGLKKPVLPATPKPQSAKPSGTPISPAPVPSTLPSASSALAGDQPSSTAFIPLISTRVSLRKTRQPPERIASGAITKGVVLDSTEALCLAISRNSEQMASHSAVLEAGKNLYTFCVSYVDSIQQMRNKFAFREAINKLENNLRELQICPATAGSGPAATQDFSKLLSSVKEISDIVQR
Target sequence (Q13671 whole entry, looked up): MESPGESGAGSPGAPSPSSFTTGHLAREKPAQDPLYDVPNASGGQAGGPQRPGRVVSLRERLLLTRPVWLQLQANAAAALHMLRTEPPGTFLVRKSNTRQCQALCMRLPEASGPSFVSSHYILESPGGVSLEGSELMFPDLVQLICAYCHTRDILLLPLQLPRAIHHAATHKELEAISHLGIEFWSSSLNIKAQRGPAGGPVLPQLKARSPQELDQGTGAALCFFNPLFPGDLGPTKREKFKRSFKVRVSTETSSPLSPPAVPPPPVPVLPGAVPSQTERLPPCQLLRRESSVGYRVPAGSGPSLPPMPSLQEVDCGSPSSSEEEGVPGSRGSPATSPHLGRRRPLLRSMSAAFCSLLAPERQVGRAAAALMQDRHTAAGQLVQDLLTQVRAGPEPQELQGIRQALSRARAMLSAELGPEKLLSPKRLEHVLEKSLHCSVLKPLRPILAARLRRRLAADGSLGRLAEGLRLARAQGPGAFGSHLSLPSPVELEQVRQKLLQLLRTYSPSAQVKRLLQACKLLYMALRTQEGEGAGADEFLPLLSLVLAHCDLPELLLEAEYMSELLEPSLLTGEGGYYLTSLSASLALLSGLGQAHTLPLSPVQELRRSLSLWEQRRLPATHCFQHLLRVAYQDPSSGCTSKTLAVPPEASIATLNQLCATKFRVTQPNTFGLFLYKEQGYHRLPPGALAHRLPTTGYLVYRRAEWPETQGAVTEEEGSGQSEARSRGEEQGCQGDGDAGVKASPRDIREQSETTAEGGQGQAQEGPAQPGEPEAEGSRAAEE
Neddylation inh: cullin neddylation inhibition; 360,000 tested, 0.58% active; calls only at 25 µM; AID 651699; P61081+Q13564; TR-FRET cullin neddylation, biochemical; in the data active = inhibition above about 36%
NadD inh: inhibitors of Staphylococcus aureus NadD. purified NadD enzyme, colorimetric absorbance read-out. inhibition, % at 20 µM. 360,000 tested, 0.78% active. AID 602399; in the data active = inhibition above about 26%; also: some compounds past the cut are filed as inactive
SKN-1 inh: C. elegans SKN-1 inhibition; AID 624304; inhibition, % at 21.8 µM; C. elegans VP596 Pgst-4::GFP/RFP ratio, acrylamide-induced, 24 h; 360,000 tested, 0.49% active;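 active = interference check ratio from 0.5 to 1.5 plus GFP to RFP signal ratio inhibition reaching or exceeding a fixed threshold, cut at about 30% in these data, passing the limit was not always enough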; also: some compounds called inactive have numbers as strong as hits
FAS-TE inh: inhibitors of human fatty acid synthase thioesterase domain | AID 602261 | inhibition, % at 15 µM | P49327 | recombinant FAS-TE, OMFH fluorogenic substrate, fluorescence endpoint | 360,000 tested, 0.67% active;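 active = compounds whose normalised, plate-corrected inhibition of enzyme fluorescence in the single-dose primary screen is 50% or more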;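 also: 0% = DMSO with enzyme and 100% = substrate without enzyme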
PABP1 MLLE inh: inhibitors of microRNA-mediated deadenylation, human PABP1 MLLE binding | 360,000 tested, 0.36% active | P11940 | inhibition, % at 20 µM | GST-MLLE / FITC-PAM2 fluorescence polarization; in the data active = inhibition above about 35%, passing the limit was not always enough;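 also: plate controls were DMSO wells with GST-MLLE for no effect and wells lacking GST-MLLE protein for full effect; some results filed as inactive read as strong as hits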
MT1-MMP act inh: MT1-MMP (human) activation inhibition; HT1080 RFP-PRO-GFP cells, GFP/RFP ratio fluorescence, overnight; percent of plate control window, DMSO zero; GFP/RFP ratio change, % at 20 µM; 360,000 tested, 0.061% active; AID 651647;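 active = GFP/RFP ratio change of at least 30% with cell ATP level not reduced by more than half and red fluorescence within 50% of control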; also: strong numbers were not always called active
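Assay system: HT1080 cells carrying an RFP-PRO-GFP reporter | Dosing: Single dose of 20 µM compound, 1% DMSO final | Incubation: Cells overnight before dosing, compound overnight, 37 °C, 5% CO2 | Evaluation: GFP/RFP fluorescence ratio | Control set: DMSO and RFP-L50D-GFP cell wells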
* = called active by the depositor; i = inactive; nt = no result given; & = joins results of further samples. An unsorted share of the library; overall some 3.9% were active at least once.

SMILES | Rpn11 block | CSN deneddyl inh | Rin1-Abl PPI inh | Neddylation inh | NadD inh | SKN-1 inh | FAS-TE inh | PABP1 MLLE inh | MT1-MMP act inh
Cc1nn(-c2ccccc2)c(C)c1/C=N/n1c(-c2ccccc2Br)n[nH]c1=S | i | 3 | -4 | i | -1 | 5 | 4 | -46 | 2
O=C(N/N=C/c1cn(-c2ccccc2)nc1-c1cc2ccccc2o1)c1c[nH]c2ccccc12 | i | 3 | 3 | i | 16 | 21 | 15 | -4 | 0
O=C(Nc1cccc(Cl)c1Cl)c1csc([C@@H]2O[C@H](CO)[C@@H](O)[C@H]2O)n1 | i | 5 | -5 | i | -3 | -9 | -6 | 6 | 1
CCSCCC(NC1=CC(=O)CC(C)(C)C1)C(=O)O (stereo unspecified) | i | 7 | 1 | i | -3 | -2 | -4 | -1 | 2
CCC1(C)CC(C(N)=S)CCO1 (stereo unspecified) | i | 1 | 2 | i | 5 | -9 | -3 | 25 | 0
Cc1c2c(nc3nnnn13)CCCC2 | i | 3 | -4 | i | 7 | -11 | -2 | -2 | -6
Cn1cnc2cc(NC(=O)COc3ccccc3)ccc21 | i | 0 | 5 | i | -1 | 3 | -6 | -2 | -1
CC(CCc1ccccc1)NC(=O)COC(=O)c1cccc2ccccc12 (stereo unspecified) | i | -7 | 2 | i | -11 | -3 | 19 | 12 | 1
CC1CCc2c(sc3ncn(CCO)c(=O)c23)C1 (stereo unspecified) | i | 0 | 4 | i | -6 | 6 | 3 | 3 | 5
Cc1nnc(NC(=O)CSc2nnc(Cc3cccn3C)n2-c2ccccc2)s1 | i | 1 | -1 | i | -2 | -5 | -3 | -14 | -1
CCOc1ccc(CCNC(=O)c2nn(C)c3c2CS(=O)(=O)c2ccccc2-3)cc1OCC | i | 2 | 4 | i | -2 | -6 | 5 | 1 | 4
O=C(NCC1CCCO1)c1ccc(S(=O)(=O)N2CCC(c3nc4ccc(Cl)cc4[nH]3)CC2)cc1 (stereo unspecified) | i | -4 | -1 | i | -1 | 16 | -2 | -3 | 6
O=C1CN(C(=O)CNC(=O)c2cccc(Cl)c2)c2ccccc2N1 | i | -3 | -1 | i | 4 | -4 | -4 | -10 | -1
Cc1cccc(N2C(=O)CC(N3CCN(C(=O)c4ccccc4)CC3)C2=O)c1 (stereo unspecified) | i | 3 | -1 | i | -1 | 0 | -7 | 11 | 3
CN(CC(=O)Nc1cccc(F)c1)C(=O)c1ccc(N2CCCC2)c([N+](=O)[O-])c1 | i | -1 | -3 | i | 4 | 14 | 8 | -18 | -2
CCOc1cc(C2C3=C(CCCC3=O)N(CCC(=O)O)C3=C2C(=O)CCC3)ccc1OS(=O)(=O)c1ccc(C)cc1 | i | 0 | -2 | nt | 0 | -2 | -4 | 2 | -4
O=C(NCCc1ccccc1)C1CCN(C2CCN(C(=O)CC3=CCCCC3)CC2)CC1 | i | -7 | 2 | i | -3 | 1 | -8 | 2 | 2
Cc1c(C2(c3c(C)n(C)n(-c4ccccc4)c3=O)C(=O)Nc3ccc(F)cc32)c(=O)n(-c2ccccc2)n1C | i | -6 | 3 | i | -3 | 12 | -1 | 7 | 4
CCc1cc(=S)n2c([nH]c3ccccc32)c1C#N | i | 7 | 3 | i | 13 | 13 | 29 | -44 | -10
O=C(CSc1ncccn1)Nc1ccc(Cl)c(S(=O)(=O)N2CCOCC2)c1 | i | 0 | -1 | i | 0 | 9 | -5 | -2 | 2
OCCNCCCCSc1ccc(Cl)cc1 | i | 0 | 1 | i | -2 | -9 | -9 | 10 | -3
COc1ccccc1N1CCN(/N=C/c2cc(OC)c(OC(C)=O)c(OC)c2)CC1 | i | -1 | -1 | i | 9 | -12 | -4 | 8 | 2
CCOC(=O)CSc1nnc([C@H](Cc2ccccc2)NC(=O)OC(C)(C)C)o1 | i | -2 | 2 | i | -1 | 6 | -2 | -2 | 2
Cc1ccc(N(CC(=O)NCC2CCCO2)S(=O)(=O)c2ccc(Cl)cc2)cc1C (stereo unspecified) | i | 6 | 0 | i | -1 | 35* | 1 | 1 | -6
Cc1ccccc1C1NS(=O)(=O)N=C1N (stereo unspecified) | i | -3 | 1 | i | 1 | 11 | -4 | -4 | -2

The list goes on:
SMILES | Rpn11 block | CSN deneddyl inh | Rin1-Abl PPI inh | Neddylation inh | NadD inh | SKN-1 inh | FAS-TE inh | PABP1 MLLE inh | MT1-MMP act inh
COC(=O)CCSCC(=O)Nc1ccc(C)c(S(=O)(=O)N2CCCCC2)c1 | i | -3 | 0 | i | -1 | 0 | -13 | 2 | 3
O=C(CCC1CCCCC1)Nc1ccc(C(=O)c2ccncc2)cc1 | i | -3 | -3 | i | -5 | -15 | 20 | 4 | 3
COc1ccc(Cl)cc1C1=NOC2(CCC2)C(=O)N1Cc1cccc(C#N)c1 | i | -7 | -1 | i | -3 | 3 | 21 | 10 | 1
O=C(Nc1ccc2c(c1)OCO2)C1CCCN1C(=O)NCc1ccccc1 (stereo unspecified) | i | -2 | 6 | i | -7 | 21 | -2 | -8 | -4
COc1ccc(OCC(=O)Nc2nc3ccccc3[nH]2)cc1 | i | -4 | 0 | i | 8 | 9 | -4 | 0 | 2
O=C(Cn1cnc2ccccc2c1=O)OCCCCN1C(=O)c2ccccc2C1=O | i | 4 | -5 | i | 12 | -7 | 0 | -24 | -3
CC1CCN(CCCNC(=O)CCNC(=O)Cn2cnc3ccccc3c2=O)CC1 | i | 2 | 0 | i | 2 | 16 | -4 | 7 | 5
O=C(CSc1cccs1)NCCc1ccccc1 | i | -2 | 0 | i | -2 | -12 | -11 | 25 | 0
CSc1ccc(CN2CCC(C)(Oc3cccc(F)c3)C2)cc1 (stereo unspecified) | i | 1 | -4 | i | -7 | 5 | 11 | -11 | 1
Cc1ccc(-n2ncc3c(=O)n(CC(=O)NCc4ccco4)cnc32)cc1 | i | 4 | 2 | i | 6 | 1 | -8 | -2 | -3
O=C(Cc1ccc([N+](=O)[O-])cc1)N/N=C/c1ccco1 | i | 5 | -2 | i | -1 | 0 | 5 | 9 | 1
N#CC(C(=O)Nc1ccccc1)=C1Nc2ccccc2N1 | i | 2 | 4 | i | -2 | -14 | -1 | -7 | 6
COc1ccc(C(=O)OCC(=O)Nc2ccc(OC)c(S(=O)(=O)N3CCCCC3)c2)cc1[N+](=O)[O-] | i | 2 | 0 | i | -7 | -3 | 14 | 0 | 1
CCOC(NC(=O)c1ccccc1)C(NC(=O)c1ccccc1)OCC (stereo unspecified) | i | 3 | -5 | i | -10 | -7 | -6 | 14 | 8
CCC(=O)N1CCC(C)(C(=O)Nc2ccc(OC)c(OC)c2)C1 (stereo unspecified) | i | 1 | -2 | i | 1 | -12 | -8 | -9 | -1
CN1C(C(=O)Nc2ccccn2)=C(O)c2sccc2S1(=O)=O | i | -4 | -2 | i | 2 | 3 | -6 | 11 | 2
COc1cc(/C=C/C(=O)O)ccc1OS(=O)(=O)c1ccc(C)cc1 | i | 1 | 0 | i | -20 | 5 | -1 | 4 | 1
CC(C)(C)N1[C@@H](CC(=O)O)c2cc(C(F)(F)F)ccc2S1(=O)=O | i | 1 | 2 | i | 2 | 18 | -15 | 0 | 0
Cc1ccc(NC(=O)c2ccc(NC3=NC4CS(=O)(=O)CC4S3)cc2)cc1 (stereo unspecified) | i | 0 | 0 | i | -1 | 8 | -8 | -132 | 4
Cc1ccccc1C(=O)Oc1ccc2ccc(O)cc2c1 | i | 3 | 0 | i | -5 | 16 | 10 | 4 | -2
Cc1ccc(-c2ccc(/C=N/N3C(=O)C4C5C=CC(C6CC56)C4C3=O)o2)c([N+](=O)[O-])c1 (stereo unspecified) | i | 2 | -2 | i | 1 | 4 | 18 | 11 | 0
Cc1occc1C(=O)OCC(=O)Nc1ccc(F)cc1 | i | 9 | 0 | i | -8 | -4 | -5 | 1 | 1
O=C(c1ccccc1)c1cc(-c2ccccn2)c(N2CCOCC2)s1 | i | 1 | -9 | i | -1 | -7 | 3 | 9 | 0
Cc1onc(-c2ccccc2)c1C(=O)Nc1ccc(OC(C)C)cc1 | i | -8 | 0 | i | -4 | 18 | 9 | -6 | -5
Cc1ccc(C)n1NC(=O)c1ccccc1 | i | 8 | -1 | i | 0 | 17 | -5 | -4 | 0

Looked up by structure from above (2):
SMILES | Rpn11 block | CSN deneddyl inh | Rin1-Abl PPI inh | Neddylation inh | NadD inh | SKN-1 inh | FAS-TE inh | PABP1 MLLE inh | MT1-MMP act inh
CCC(=O)N1CCC(C)(C(=O)Nc2ccc(OC)c(OC)c2)C1 (stereo unspecified) | i | 1 | -2 | i | 1 | -12 | -8 | -9 | -1
N#CC(C(=O)Nc1ccccc1)=C1Nc2ccccc2N1 | i | 2 | 4 | i | -2 | -14 | -1 | -7 | 6

The listing picks up with the 5 entries that preceded the break.
SMILES | Rpn11 block | CSN deneddyl inh | Rin1-Abl PPI inh | Neddylation inh | NadD inh | SKN-1 inh | FAS-TE inh | PABP1 MLLE inh | MT1-MMP act inh
Cc1ccc(-c2ccc(/C=N/N3C(=O)C4C5C=CC(C6CC56)C4C3=O)o2)c([N+](=O)[O-])c1 (stereo unspecified) | i | 2 | -2 | i | 1 | 4 | 18 | 11 | 0
Cc1occc1C(=O)OCC(=O)Nc1ccc(F)cc1 | i | 9 | 0 | i | -8 | -4 | -5 | 1 | 1
O=C(c1ccccc1)c1cc(-c2ccccn2)c(N2CCOCC2)s1 | i | 1 | -9 | i | -1 | -7 | 3 | 9 | 0
Cc1onc(-c2ccccc2)c1C(=O)Nc1ccc(OC(C)C)cc1 | i | -8 | 0 | i | -4 | 18 | 9 | -6 | -5
Cc1ccc(C)n1NC(=O)c1ccccc1 | i | 8 | -1 | i | 0 | 17 | -5 | -4 | 0
Cc1ccc(O)c(CO)n1 | i | 1 | -1 | i | -3 | 3 | -6 | 2 | -1
Cc1nc2ccc(S(=O)(=O)NCC(=O)N(C)Cc3ccco3)cc2s1 | i | -8 | 0 | i | 4 | -6 | -4 | 21 | 0
O=C(/C=N/O)NCCCn1ccnc1 | i | -4 | 0 | i | 3 | -30 | -7 | -3 | -5
CC1=CCC(C(=O)O)C(C(=O)Nc2ccc(-c3nc4ccc(C)cc4s3)cc2)C1 (stereo unspecified) | i | 6 | -2 | nt | 10 | 11 | 2 | -7 | 3
Cc1ccc(Cl)cc1NC(=O)CC1NCCNC1=O (stereo unspecified) | i | -2 | 0 | i | -1 | -22 | -10 | -11 | 0
CCCc1nn(C)c(C(=O)Nc2ccccc2)c1Cl | i | -2 | 2 | i | -3 | 13 | 1 | 9 | -3
O=C(NC1CCCCC1)C(c1ccco1)N(CCc1ccccc1)C(=O)C(F)(F)F (stereo unspecified) | i | -1 | 2 | i | -8 | 21 | 21 | 0 | -12
CCN1CCN(Cc2ccc(NC(=O)c3cc(NC(=O)N4CCNC4=O)cc(OC)c3)cc2C(F)(F)F)CC1 | i | -2&-9 | -1&1 | i | -12&-5 | 19&2 | -4&-16 | -3&7 | 4&10
CCCNC(C)C(=O)Nc1ccccc1C (stereo unspecified) | i | 4 | -4 | i | -3 | -1 | -2 | 3 | 0
CCN(C(=O)CSc1nnc(Nc2ccccc2C)s1)C1CCS(=O)(=O)C1 (stereo unspecified) | i | -13 | -1 | i | 1 | -3 | -10 | -3 | 1

Source: PubChem BioAssay
